KCNH2 3.1 inh – inhibitors of human KCNH2 3.1 potassium channel isoform; U2OS KCNH2 3.1, thallium flux FluxOr; active compounds read low; actives 0.95% (n = 340,000); activity change, % (tested at about 1.8 µM);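 active = maximum activity change below -70%; inconclusive = maximum activity change from -70% to -50%; inactive = maximum activity change above -50%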;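 note: thallium influx rate constant from kinetic fluorescence after stimulation buffer; % is set by controls: 0 for no effect and ±100 for the full control effect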
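Thallium flux via FluxOr fluorescence (Red40 quencher, 45 min loading) in U2OS cells virally expressing the KCNH2 3.1 isoform (1.77 x 10^8 /mL virus, overnight at 37 C). Rate constants from 2-min kinetic reads post-stimulation, normalised to positive and negative controls.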
MLL CXXC-DNA inh – inhibitors of human MLL CXXC domain-DNA interaction; MLL-CXXC / FITC-HOXA9 DNA fluorescence polarization; Potency, µM (titrated, usually from 115 µM), without a hit: at the highest dose activity change, negative = inhibition, usual class: inhibitors; actives 0.037% (n = 290,000); AID 2662; active = well fitted inhibition curve with a large enough effect in the polarisation, with a control signal flat, not every such curve was filed as active; inconclusive = small, poorly fitted or top-dose-only effect, or effect the other way, or a change in a side signal; inactive = no such curve, though single readings can be large or run the other way; the % refers to the polarisation; note: potency is the fitted concentration of half-maximal effect
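Fluorescence polarization: 7 uM MLL-CXXC (stock) preincubated 5 min with compounds, then 50 nM fluorescein-HOX-A9 DNA (stock) added; 30 min ambient. Buffer 50 mM Tris-HCl pH 7.5, 50 mM NaCl, 1 mM DTT, 0.05% BSA.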
KCNH2 WT inh – blocks the wildtype human KCNH2 potassium channel | activity change, % at 1.84 µM | U2OS, BacMam KCNH2, thallium flux FluxOr; active compounds read low | actives 0.37% (n = 340,000) | Q12809;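 active = maximum activity change below -70%; inconclusive = maximum activity change between -70% and -50%; inactive = maximum activity change above -50%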; note: % is set by controls: 0 for no effect and ±100 for the full control effect
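U2OS cells transduced with wild-type KCNH2 virus are loaded with FluxOr dye for 45 min, and thallium flux is measured in kinetic reads before and after stimulation buffer. Rate constants are normalized to DMSO controls.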
Giardia kill – kills Giardia lamblia. Giardia lamblia trophozoite viability. activity change, % at 7.66 µM, hits read low. actives 0.15% (n = 340,000); in the data active = activity change below about -80%; inconclusive = between about -30% and that limit;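 note: parasites exposed to compound for two days anaerobically before the ATP read; % is set by controls: 0 for no effect and ±100 for the full control effect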
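Compounds were tested on trophozoites seeded at 100 cells/well and held 48 hrs at 37 deg C anaerobically. An ATP-based luminescent kit measured the remaining live cells.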
USP2a block – blocks human ubiquitin-specific protease USP2a | USP2 core, Ub-CHOP2 coupled fluorogenic reporter, 485/531 | O75604 | Potency, µM (doses to about 38.3 µM), without a hit: at the highest dose activity change, negative = inhibition, actives largely listed as inhibitors | actives 0.01% (n = 330,000);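 note: potency is the fitted concentration of half-maximal effect; plate controls were DMSO wells for no effect and full inhibition by NEM control for full effect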
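USP2 core (10nM final) preincubated 30min RT with compound in 20mM Tris-HCl pH 8.0, 2mM CaCl2, 2mM beta-mercaptoethanol, 0.05% CHAPS; 25nM Ub-CHOP2 plus 25nM reporter substrate added, fluorescence (Ex485/Em531) read after 60min.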
GALK inhibitor – inhibitors of human galactokinase | P51570 | Potency, µM (series often up to 57.5 µM), for the others: top-dose activity change, negative = inhibition, hits mostly inhibitors | Purified GALK, Kinase-Glo residual ATP luminescence | actives 0.007% (n = 270,000); note: potency is the fitted concentration of half-maximal effect; % is set by controls: 0 for no effect and ±100 for the full control effect
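GALK at 5 nM final was combined with compound, 35 uM ATP and 100 uM galactose in HEPES pH8.0 with MgCl2 and DTT. The reaction ran one hour at room temperature before luminescent ATP detection.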
B2AR arrestin – agonists driving beta-arrestin recruitment to human beta2-adrenergic receptor. actives 0.02% (n = 330,000). beta-arrestin recruitment to beta2AR, cell-based reporter. Potency, µM (series often up to 46.1 µM), inactives show at the highest dose activation, hits mostly activators;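 note: potency is the fitted concentration of half-maximal effect; 0% = DMSO controls and full agonism = EC100 isoproterenol or metaproterenol; nearly all actives have a fitted effect of over 65% in size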
Menin MLL FP TR – menin-MLL binding inhibition, Texas Red mutant peptide | O00255 | Menin + Texas Red MLL mutant peptide, fluorescence polarization | Potency, µM (series often up to 61.6 µM), inactives show at the top dose FP activity change, negative = inhibition, usual class: inhibitors | actives 0.23% (n = 270,000); active = well fitted inhibition curve with a large enough effect in the polarisation, with a control signal flat, not every such curve was filed as active; inconclusive = small, poorly fitted or top-dose-only effect, or effect the other way, or a change in a side signal; inactive = no such curve, though single readings can be large or run the other way; the % refers to the polarisation; note: potency is the fitted concentration of half-maximal effect; % of control where 0% means no effect; many of its hits are not listed in these tables
Coupling enz – counter-screen for Giardia aldolase inhibitors: coupling enzyme system. coupling enzyme system counterscreen, AmpLite Red fluorescence. activity change, negative = inhibition, % at 58.2 µM, hits read low. actives 0.67% (n = 290,000); in the data active = activity change below about -30%; note: % is set by controls: 0 for no effect and ±100 for the full control effect
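Activity here indicates interference with the coupling reaction, not aldolase inhibition. Compounds at 57.5 uM final met coupling enzymes for 10 min at RT; substrate and AmpLite Red detection followed, with a 525/598 nm fluorescence read after 20 min.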
TRPV1 ag – activates the human vanilloid receptor TRPV1; TRPV1-expressing cells, Fluo-8 calcium influx, agonist mode; activation, % at 8.33 µM; actives 0.19% (n = 320,000); in the data active = activation above about 80%; inconclusive = between about 30% and that limit; note: 0% is about no effect
Target sequence (Q8NER1 whole entry, looked up): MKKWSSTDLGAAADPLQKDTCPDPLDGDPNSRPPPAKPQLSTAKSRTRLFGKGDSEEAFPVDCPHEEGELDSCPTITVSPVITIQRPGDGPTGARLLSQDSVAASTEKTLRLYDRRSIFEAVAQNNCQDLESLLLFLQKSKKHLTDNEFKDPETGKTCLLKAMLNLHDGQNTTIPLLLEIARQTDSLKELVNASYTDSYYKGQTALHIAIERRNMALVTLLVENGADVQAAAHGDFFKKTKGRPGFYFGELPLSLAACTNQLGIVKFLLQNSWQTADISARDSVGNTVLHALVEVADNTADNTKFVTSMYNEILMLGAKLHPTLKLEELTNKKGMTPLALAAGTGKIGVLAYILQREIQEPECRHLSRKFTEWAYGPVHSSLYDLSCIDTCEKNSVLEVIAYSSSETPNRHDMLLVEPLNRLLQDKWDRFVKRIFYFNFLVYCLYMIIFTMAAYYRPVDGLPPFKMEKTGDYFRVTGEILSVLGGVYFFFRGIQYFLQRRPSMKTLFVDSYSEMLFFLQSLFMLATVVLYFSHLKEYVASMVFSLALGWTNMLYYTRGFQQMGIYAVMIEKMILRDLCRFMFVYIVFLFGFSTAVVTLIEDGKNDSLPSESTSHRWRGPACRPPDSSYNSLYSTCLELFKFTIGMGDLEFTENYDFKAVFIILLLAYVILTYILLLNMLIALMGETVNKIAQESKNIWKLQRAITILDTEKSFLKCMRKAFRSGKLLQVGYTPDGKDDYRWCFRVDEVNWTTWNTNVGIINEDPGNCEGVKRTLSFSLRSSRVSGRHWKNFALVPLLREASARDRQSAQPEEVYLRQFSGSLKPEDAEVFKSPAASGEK
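TRPV1-expressing cells were cultured overnight at 35.5C and loaded with Fluo-8 calcium dye for 40 to 90 min at room temperature. After a 10 s baseline, compound was added and calcium influx was read kinetically for 3 min (ex 480/em 520 nm).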
PKM2 act – increases activity of human pyruvate kinase M2. P14618. purified PKM2, Kinase-Glo ATP luminescence, activation; response scale: 0% is enzyme alone, no compound. Potency, µM (titrated, usually from 57.5 µM), inactives show top-dose activation, hits mostly activators. actives 0.34% (n = 260,000). AID 1631; note: potency is the fitted concentration of half-maximal effect; % is set by controls: 0 for no effect and ±100 for the full control effect; nearly all actives have a fitted effect of over 55% in size
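Purified hPK-M2 (>95%) run at intermediate activity with 0.1 mM ADP and 0.5 mM PEP in 50 mM imidazole pH 7.2, KCl, MgCl2; 1 h room temperature. ATP formed read by Kinase-Glo luminescence; normalized to uninhibited and no-enzyme controls.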
An asterisk follows results filed as active; ? = inconclusive; · = no result given; [ ] = another dose, or the depositor's remark. Unless noted, calls come from the whole dose curve; as a rule, active = well fitted curve in the direction sought with a large enough effect; inconclusive = small, poorly fitted or top-dose-only effect, or another doubt; inactive = no such curve, though single readings can be large; an effect the other way counts as inactive or inconclusive.

Sequence of screens: KCNH2 3.1 inh	MLL CXXC-DNA inh	KCNH2 WT inh	Giardia kill	USP2a block	GALK inhibitor	B2AR arrestin	Menin MLL FP TR	Coupling enz	TRPV1 ag	PKM2 act
- CCOc1ccc(NC(=O)C(CC)NC(=O)c2ccccc2CO)cc1 (stereo not given)
→ -17	-13%	6	-12	6%	2%	0.0%	0%	1	-2	-1%
- Cn1ncc(Br)c1C(=O)Nc1ccc(Cl)cn1
→ 3	21%	-5	1	2%	-2%	-2.0%	-4%	1	-4	-3%
- O=C(Cn1cnc2ccccc2c1=O)c1ccc(Br)cc1
→ -27	-6%	14	-13	-3%	1%	0.0%	30%	-1	0	5%
- CCOc1cc(N2CCOCC2)c(OCC)cc1NC(=O)CSc1cccc[n+]1[O-]
→ -4	3%	6	-12	3%	2%	0.1%	0%	-33*	-1	3%
- CCn1c(SCC(=O)Nc2nc3ccc(C)cc3s2)nc2c(c1=O)SC(C)C2 (stereo not given)
→ -21	19%	-4	-16	1%	-1%	-0.1%	13%	5	2	9%
- O=C(COC(=O)C1CCCC1)Nc1cccc(Cl)c1Cl
→ -5	·	2	-5	0%	·	-1.0%	·	·	·	·
- CNCc1ccccc1OCC(=O)Nc1ccccc1
→ 2	17%	-23	7	1%	0%	0.1%	-8%	2	0	-1%
- COc1ccc(NC(=O)Cn2nnc(-c3ccccc3NC(=O)c3cccs3)n2)cc1
→ -9	0%	11	-21	-3%	4%	0.1%	?	3	3	6%
- CCOc1ccc(/C=C/C2=CC(C)(C)NC(=S)N2)cc1
→ 11	0%	-5	14	-2%	-1%	-0.1%	0%	0	3	3%
- Cc1ccc2nsnc2c1NC(=O)c1cccnc1Cl
→ 8	4%	2	3	2%	·	0.1%	7%	1	3	0%
- CC1(C)OC(=O)C(=CNCC(=O)NCC(=O)O)C(=O)O1
→ -7	3%	-1	30	-2%	-3%	-0.1%	17%	2	-2	4%
- CCOc1ccc(NC(=O)N2CCN(C(=O)c3ccco3)CC2)cc1
→ ·	-7%	15	-10	2%	7%	0.2%	·	·	8	7%
- CCOC(=O)C(=O)/C(C#N)=C/Nc1ccc(Cl)cc1
→ 4	-21%	2	-1	-2%	1%	-0.2%	9%	-2	-1	-4%
- CC(C)=C(NC(=O)c1ccccc1)C(=O)N/N=C/c1ccc(O)cc1
→ 9	16%	-5	-3	1%	1%	-0.1%	2%	2	1	-9%
- O=C(COC(=O)c1ccco1)c1ccccc1
→ 5	8%	-12	12	1%	-2%	0.0%	-14%	3	0	-15%
- CC(=O)c1ccc2c(c1)N(CCCN1CCC(CCO)CC1)c1ccccc1S2
→ -40	-4%[51.4 µM]	26	-5	2%	·	-0.1%	·	2	2	·
- O=C(CCN1C(=O)c2ccccc2C1=O)Nc1ccccc1C(F)(F)F
→ 10	11%	-7	?	-1%	·	0.3%	0%	-2	-1	·
- CCOC(=O)Cc1csc(NC(=S)NC(=O)C(C)(C)C)n1
→ 1	5%	0	14	0%	3%	-1.0%	-3%	0	2	-1%
- COc1ccc(C(=O)Nc2ccc3c(c2)OCCO3)cc1[N+](=O)[O-]
→ -47	-2%	-3	-23	5%	1%	0.0%	?	-1	25	-1%
- Cn1c(SCC(=O)NCc2ccc(F)cc2)ncc(C(=O)Nc2ccccc2)c1=O
→ -9	·	31	-6	0%	·	0.0%	·	·	-6	·
- CCN(CC)C(=O)c1cnn(-c2ccccc2)c1NC(=O)c1ccccc1F
→ 10	-1%	-9	11	1%	-2%	0.2%	1%	2	-3	-1%
- COCCNc1nc(-c2cc3ccccc3o2)cs1
→ 16	10%	15	-17	0%	-1%	0.4%	3%	-2	26	-2%
- O=C(Cn1nc(Cl)nc1Cl)c1ccccc1
→ 7	3%	-10	2	1%	·	-1.3%	-2%	1	0	-4%
- COc1cc(NC(=S)Nc2ccccn2)cc(OC)c1
→ 2	3%	-9	-3	1%	2%	3.5%	11%	1	-2	-3%
- NS(=O)(=O)c1cc2c(cc1Cl)NC(CC1CCCC1)NS2(=O)=O (stereo not given)
→ 17	-2%	17	2	5%	-4%	0.0%	8%	0	2	3%
- COc1ccc2cc(S(=O)(=O)N3CCCC3)ccc2c1
→ 18	-2%	-12	-18	-1%	0%	-0.5%	?	2	0	4%
- Cc1ccc(Nc2nc(N)nc(CSC(=S)N3CCN(c4ccccc4)CC3)n2)cc1
→ 10	16%	0	-4	1%	-1%	-0.2%	-27%	-3	1	0%
- C[C@H](CO)N1C[C@H](C)[C@@H](CN(C)C(=O)NC2CCCCC2)Oc2ccc(NC(=O)Cn3cnnn3)cc2C1=O
→ 13	·	-11	-5	4%	·	-1.7%	·	·	·	·
- Cc1ccc(C(=O)NCCOc2ccc(Cl)cc2)cc1
→ -20	2%	-3	1	0%	3%	-0.3%	0%	2	?	·
- NS(=O)(=O)c1ccc(CCNC(=O)c2ccc(NS(=O)(=O)c3ccc4[nH]c(=O)[nH]c4c3)cc2)cc1
→ -8	·	8	26	1%	·	-1.9%	·	·	-1	·

Next structures follow.
Sequence of screens: KCNH2 3.1 inh	MLL CXXC-DNA inh	KCNH2 WT inh	Giardia kill	USP2a block	GALK inhibitor	B2AR arrestin	Menin MLL FP TR	Coupling enz	TRPV1 ag	PKM2 act
- CCCCC(=O)NCCc1cc2c(OC)ccc(OC)c2[nH]c1=O
→ -36	-7%	-35	-8	2%	3%	-0.1%	10%	3	-3	-3%
- CC(NS(=O)(=O)c1cc2c3c(c1)CCC(=O)N3CCC2)c1ccccc1 (stereo not given)
→ -10	·	29	19	0%	·	0.1%	·	·	2	·
- CC(C)=CCc1c(O)ccc(C(=O)Cc2ccccc2)c1O
→ -1	-12%	-5	-3	-2%	1%	-0.4%	?	-1	11	-2%
- Fc1ccccc1Cn1c2[n+](c3ccc(C(F)(F)F)cc31)CCCCC2
→ -5	-4%	-2	-1	1%	9%	-0.2%	-9%	0	0	1%
- COc1ccc(NC(=O)c2cc(-c3ccc(C)cc3O)n[nH]2)c(OC)c1
→ 1	9%	-8	1	6%	-1%	0.2%	?	0	0	·
- CN(C)c1ccc(N=Nc2ccccc2C(=O)OCC(=O)N2CCCCCC2)cc1
→ 2	0%	10	?	-4%	1%	-0.5%	-13%	2	13	-2%
- CCOc1ccc(S(=O)(=O)N2CCN(c3ccc(C)cc3C)CC2)cc1
→ -5	3%	-13	4	-1%	0%	-0.3%	-4%	1	6	0%
- Cn1cc(S(=O)(=O)NC(c2ccccc2)c2ccccc2)c(=O)n(C)c1=O
→ 8	-1%	7	-4	9%	·	-0.4%	·	3	3	4%
- CN1CCN(NC(=O)c2ccc(F)cc2)CC1
→ -8	-5%	-9	-4	3%	·	-0.6%	11%	0	-3	0%
- COCCN(Cc1cc2c(C)cc(C)cc2nc1Cl)C(=O)c1ccccc1F
→ 5	3%	-7	3	-1%	8%	0.0%	?	-2	0	·
- Cc1ccc(C(=O)NN2CCOCC2)cc1[N+](=O)[O-]
→ 10	2%	39	-10	0%	1%	0.2%	·	·	2	0%
- Oc1ccccc1C1=Nc2ncnn2C(c2ccc(F)cc2)C1 (stereo not given)
→ -4	1%	25	7	0%	-3%	-0.1%	2%	8	?	3%
- O=c1c(-c2ccccc2)c(O)cc(-c2ccncc2)n1-c1ccc(Cl)cc1
→ -24	0%	-4	-7	0%	5%	-0.2%	17%	11	-4	3%
- Cn1c(SCc2cccc(Br)c2)nc2c1c(=O)[nH]c(=O)n2C
→ -2	57%[activator]	4	-12	0%	-2%	0.6%	-25%	2	-2	6%
- Cc1ccc2c(c1)c1c3n2CCN(CCC(=O)O)C3CCC1 (stereo not given)
→ 2	-2%	7	0	1%	-1%	-0.3%	1%	-2	3	0%[11.5 µM]
- COc1ccc(CN(CC(O)COCc2ccccc2)S(=O)(=O)c2ccccc2Br)cc1 (stereo not given)
→ -39	·	-8	-3	-12%	·	0.1%	·	·	·	·
- O=C(Nc1ccon1)c1ccc(Br)s1
→ 4	?	-18	-23	1%	-1%	9.3%	-1%	1	-1	-1%
- Cc1nnc(SCC(=O)c2ccc([N+](=O)[O-])cc2)s1
→ -32	-10%	-8	?	-4%	2%	0.0%	?	-2	6	14%
- CC1SC(c2cccc(Cl)c2)NC1=O (stereo not given)
→ -13	7%	-9	-14	0%	-5%	-0.1%	-26%	1	-4	0%
- CN(CCc1ccccn1)C(=O)CCC1CCCN(C(=O)CN2CCCCCC2)C1 (stereo not given)
→ -2	2%	-1	12	-1%	3%	0.1%	-27%	2	0	1%

Only part of the results is shown; the hit share may differ from the screen's.
